# Bioassay records as filed in PubChem BioAssay.
# PAFAH1B3 FP inh = PAFAH1B3 (human) inhibition | Q15102 | recombinant PAFAH1B3, FP-rhodamine probe, fluorescence polarization | inhibition, % at 3.39 µM | 0.28% of 340,000 active;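 active = inhibition above the screen-wide average of all tested compounds plus 3 SD, cut at about 25% in these data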;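 also: 0% = enzyme with DMSO only and 100% = wells lacking PAFAH1B3 protein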
# GSTO1 inh = counter-screen for RBBP9 inhibitors: inhibitors of human GSTO1; P78417; recombinant GSTO1, activity-based probe fluorescence polarization; inhibition, % at 5.96 µM; 1.1% of 300,000 active;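 active = inhibition above the campaign mean inhibition plus 3 SD, cut at about 35% in these data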;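 also: 0% = GSTO1-1 with DMSO and 100% = wells lacking GSTO1-1 enzyme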
# PAD4 inh = blocks human protein arginine deiminase 4; 0.41% of 330,000 active; recombinant PAD4, RCA probe fluorescence polarization; inhibition, % at 6.36 µM;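 active = percent inhibition above a cutoff equal to the mean of all tested compounds plus 3 SD, cut at about 15% in these data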;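 also: 0% = PAD4 with RCA probe and DMSO and 100% = probe without PAD4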
# LYPLA2 inh = LYPLA2 (human) inhibition in PME1 counter-screen; inhibition, % at 5.9 µM; 0.38% of 320,000 active; AID 2177; recombinant LYPLA2, FP-Rh probe fluorescence polarization;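 active = inhibition above the screen-wide mean plus 3 SD, limit set per campaign, cut at about 26% in these data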;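 also: 0% = LYPLA2 with DMSO and 100% = wells lacking LYPLA2 enzyme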
# LYPLA1 counter = blocks human lysophospholipase 1, a PME1 counter-screen | recombinant LYPLA1, FP-Rh probe fluorescence polarization | inhibition, % at 5.9 µM | 0.16% of 320,000 active;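 active = inhibition above the mean of all tested compounds plus 3 SD, set per campaign, cut at about 14% in these data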;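 also: inhibitors block serine hydrolase probe labeling of LYPLA1 so polarization falls; 0% = enzyme with DMSO and 100% = wells lacking LYPLA1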
# PME-1 primary = PME-1 (human) inhibition | Q9Y570 | recombinant PME-1, FP-Rh probe fluorescence polarization | inhibition, % at 5.9 µM | 0.53% of 320,000 active | AID 2130;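 active = inhibition above the campaign mean of all compounds plus 3 SD, cut at about 26% in these data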;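 also: competitive labeling of PME-1 active site by serine hydrolase directed probe; 0% = PME-1 with DMSO and 100% = wells lacking PME-1 enzyme; inhibitors block probe labeling so polarization falls and inhibition rises; many of its hits are not listed in these tables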
# pPAFAH inh = pPAFAH (human) enzyme inhibition; inhibition, % at 3.39 µM; AID 463082; recombinant pPAFAH, FP-rhodamine probe fluorescence polarization; 1.5% of 330,000 active;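 active = inhibition above the mean inhibition across the screen plus 3 SD, cut at about 25% in these data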;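 also: inhibitors block binding of the rhodamine activity-based probe so polarization drops; 0% = enzyme with DMSO and 100% = wells lacking pPAFAH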
# PAFAH1B2 FP inh = PAFAH1B2 (human) inhibition. P68402. recombinant PAFAH1B2, FP-rhodamine activity probe, fluorescence polarization. inhibition, % at 3.39 µM. 1.2% of 340,000 active;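 active = inhibition above the mean of all tested compounds plus 3 SD, cut at about 24% in these data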;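 also: 0% = enzyme with DMSO and 100% = wells lacking PAFAH1B2; many of its hits are not listed in these tables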
# Target sequence (P68402 whole entry, looked up): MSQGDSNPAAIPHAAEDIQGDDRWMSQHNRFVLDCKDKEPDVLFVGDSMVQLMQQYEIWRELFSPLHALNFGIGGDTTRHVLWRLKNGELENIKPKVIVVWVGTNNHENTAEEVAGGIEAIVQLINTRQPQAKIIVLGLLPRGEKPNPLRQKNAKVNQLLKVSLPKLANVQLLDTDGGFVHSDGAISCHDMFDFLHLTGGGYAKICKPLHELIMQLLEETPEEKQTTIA
# PREPL inh = human PREPL enzyme inhibition; Q4J6C6; recombinant PREPL, fluorescence polarization activity-based probe; inhibition, % at 5.96 µM; 0.68% of 320,000 active; AID 2751; in the data active = inhibition above about 43%;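 also: 0% = enzyme with DMSO and 100% = wells lacking enzyme; many of its hits are not listed in these tables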
# Target sequence (Q4J6C6 whole entry, looked up): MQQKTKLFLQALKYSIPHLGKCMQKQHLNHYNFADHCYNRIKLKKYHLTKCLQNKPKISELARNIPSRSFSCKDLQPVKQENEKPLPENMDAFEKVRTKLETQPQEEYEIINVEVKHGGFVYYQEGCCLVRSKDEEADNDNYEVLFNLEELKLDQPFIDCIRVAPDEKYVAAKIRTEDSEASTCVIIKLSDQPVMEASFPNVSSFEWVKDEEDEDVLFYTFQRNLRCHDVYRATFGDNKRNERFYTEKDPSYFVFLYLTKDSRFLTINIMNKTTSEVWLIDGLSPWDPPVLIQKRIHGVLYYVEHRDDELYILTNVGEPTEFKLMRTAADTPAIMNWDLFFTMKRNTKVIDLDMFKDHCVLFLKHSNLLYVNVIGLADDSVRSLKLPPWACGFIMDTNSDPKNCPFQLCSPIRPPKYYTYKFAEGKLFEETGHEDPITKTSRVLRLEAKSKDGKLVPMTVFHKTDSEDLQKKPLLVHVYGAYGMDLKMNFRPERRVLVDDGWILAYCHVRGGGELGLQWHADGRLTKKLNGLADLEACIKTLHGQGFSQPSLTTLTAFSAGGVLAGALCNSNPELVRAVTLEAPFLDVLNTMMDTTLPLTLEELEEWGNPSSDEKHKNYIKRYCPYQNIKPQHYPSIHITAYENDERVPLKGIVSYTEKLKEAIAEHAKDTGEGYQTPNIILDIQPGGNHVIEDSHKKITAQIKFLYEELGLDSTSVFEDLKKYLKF
# An asterisk follows results filed as active; x = not tested or not shown. These rows are one share of the data (hit frequency here may not be typical).
SMILES,PAFAH1B3 FP inh,GSTO1 inh,PAD4 inh,LYPLA2 inh,LYPLA1 counter,PME-1 primary,pPAFAH inh,PAFAH1B2 FP inh,PREPL inh
COc1ccc2c(=O)cc(-c3ccccc3F)oc2c1,-1.7,-0.5,-1.1,-6.5,-7.7,0.7,0.0,2.5,0.7
CCOC(=O)C1=C(C)OC(N)=C(C#N)C1c1ccc(O)c(OC)c1 (stereo unspecified),3.8,5.5,-0.1,4.1,1.8,-0.5,5.8,1.4,-0.5
COc1ccc(C(=O)C2CCCN(Cc3cccn3-c3nccs3)C2)cc1OC (stereo unspecified),16.0,4.5,1.9,1.4,-0.9,-7.7,12.7,3.6,22.5
O=C(CCc1nc2ccccc2s1)Nc1cccnc1,-4.0,7.7,-9.1,2.0,1.9,-2.8,7.6,1.6,-8.9
CC[n+]1c(/C=C2\C=C(C)CC(C)(C)C2)sc2ccccc21,4.7,14.3,-3.3,1.2,-0.3,-3.4,-1.8,4.2,5.5
NC(=O)C1CCN(C(=O)CN2CCc3ccccc32)CC1,-0.9,6.0,-3.1,3.2,2.7,-4.7,11.8,-4.3,21.3
C=CCn1c(SCC(=O)NCc2cccs2)nnc1C1CCCCC1,-2.4,-2.8,-4.8,-0.9,-0.2,-5.1,-0.6,9.8,5.1
COc1ccc(S(=O)(=O)N2CCC(C(=O)NCc3cccnc3)CC2)cc1OC,0.0,3.7,1.8,-1.3,-0.5,-3.0,-2.3,3.1,-0.3
CCc1cc(CNC(=O)c2cc(COc3ccc(C)nc3)on2)on1,-3.4,1.1,-0.9,-1.4,-2.9,3.0,1.6,0.5,2.9
Cc1cc(Nc2ccccc2Cl)n2nnnc2n1,3.6,1.1,5.2,-7.3,-4.5,-2.1,3.0,-1.3,12.0
COc1cc(SC)ccc1C(=O)Nc1ccncc1,2.4,2.8,-6.3,3.8,-2.7,3.0,3.9,6.2,0.6
COc1ccc(-n2nc3cc(C)c(NC(C)=O)cc3n2)cc1,1.5,-2.5,0.8,-1.5,-3.4,0.3,-2.2,-2.2,-8.4
COc1cccc(CNC(=O)N2CCN(c3ccccc3C)CC2)c1,4.3,2.2,1.6,0.9,-1.5,3.7,8.1,3.2,-2.4
CC(NC(=O)[C@H](NC(=O)[C@@H]1Cc2ccccc2CN1)c1ccccc1)c1ccccc1 (stereo partly specified),8.3,13.0,-2.6,1.8,2.5,5.6,1.2,3.3,4.7
Nc1cc(N)cc(C(=O)OCC(=O)Nc2cc(S(=O)(=O)N3CCCCC3)ccc2Cl)c1,7.3,-4.4,-1.3,5.3,-7.2,7.6,7.9,0.5,-0.4
Cc1ccc(S(=O)(=O)N2CCCC2C(=O)NCCc2nc3ccccc3[nH]2)cc1 (stereo unspecified),-14.2,-5.0,-2.3,-2.3,-2.0,-2.1,2.9,2.8,-3.5
Cc1cc(C)cc(C(=O)NCC(=O)OCC(=O)N2c3ccccc3NC(=O)C2(C)C)c1,6.2,6.1,-2.5,1.4,-1.7,3.9,4.4,-0.9,14.1
Cc1ccc(C2=NCCn3c2c2ccc(C(F)(F)F)cc2[n+]3[O-])cc1,0.2,2.4,-2.0,-7.2,0.4,0.9,4.9,0.2,1.4
CCOc1ccc(C2C(C(=O)c3ccc(C)o3)=C(O)C(=O)N2CCN2CCOCC2)cc1OC (stereo unspecified),6.4,1.3,-1.7,2.8,0.4,-0.9,1.0,-0.9,0.0
Cc1ccc(-n2c(C)cc3c2CC(C)(C)CC3=O)cc1C,-2.1,-8.3,-2.1,-1.0,0.8,8.2,13.7,5.2,6.6
COc1cc(/C=C/[N+](=O)[O-])ccc1OC(=O)c1cc2ccccc2oc1=O,7.5,2.2,-5.5,-3.3,-2.2,-4.2,6.7,2.2,27.8
Cc1cc(=O)nc2c3ccccc3n(C(C)C(=O)NCCN3CCOCC3)n12 (stereo unspecified),2.4,4.9,0.5,1.4,3.2,8.3,-1.5,-2.3,0.5
COc1ccc(C(CC(=O)N2CCCC2)c2c(OC)cc(OC)c3ccc(=O)oc23)cc1 (stereo unspecified),2.5,-4.2,-0.7,1.4,-0.8,3.1,0.2,0.8,-1.4
Cc1ccc(S(=O)(=O)N2CCCCC2)cc1,2.8,8.7,-1.9,-5.6,0.2,-2.6,7.8,6.2,-0.6
CCCCn1c(N)c(N(CCC(C)C)C(=O)c2ccc([N+](=O)[O-])o2)c(=O)[nH]c1=O,-0.2,-3.6,-16.2,-1.9,-7.2,-2.7,-0.2,0.3,11.6
Fc1cccc(/C=N/Nc2ccc(Cl)nn2)c1,-4.0,0.4,-1.9,0.1,6.6,6.6,2.6,-1.9,4.1
O=C1c2cccc3cccc(c23)C(=O)N1CCN1CCN(CC(O)COc2ccccc2)CC1 (stereo unspecified),4.2,-2.4,-5.2,30.8*,3.0,2.2,-4.9,-4.7,-15.6
CCCn1c(SCC(=O)Nc2nnc(C)s2)nnc1-c1ccoc1C,2.1,-0.1,-0.9,4.7,2.8,-0.3,1.6,4.9,-3.2
O=C(CSc1nnc(-c2c[nH]c3ccccc23)n1-c1ccc(F)cc1)NCc1ccco1,1.6,-0.1,-1.5,-1.8,1.9,6.1,11.4,7.7,-25.5
O=C(CCN1CCOCC1)c1ccc(Cl)cc1,4.4,-6.2,0.6,-4.7,-2.1,0.9,1.5,4.7,3.5
CC(C)C(NC(=O)/C(=C/c1ccco1)NC(=O)c1ccc(Br)o1)C(=O)O (stereo unspecified),9.2,0.9,-2.2,8.7,0.3,-4.6,1.9,8.4,19.5
N#C/C(=C(/O)COC(=O)c1ccc2c(c1)OCCO2)c1nc2ccccc2[nH]1,-5.9,3.1,-5.8,-0.9,-4.4,8.9,14.1,6.5,11.1
COc1cccc(/C=C/C(=O)Nc2ccc(N3CCOCC3)cc2)c1OC,-0.1,0.0,-0.9,-2.2,0.2,1.2,4.2,3.5,0.2
COc1cc(C(=O)Nc2cccc(-n3cnnn3)c2)cc(Cl)c1OC,-1.7,-6.8,-5.2,-12.4,-13.1,-9.6,-0.4,-2.3,7.5
Cc1ccc(C)n1-c1nccc(-c2ccco2)n1,-0.1,5.0,-5.0,-6.2,-1.9,-1.0,3.1,0.3,-0.4
Cc1cccc(N=Nc2c(N)n[nH]c2-c2ccc(Cl)cc2)c1,7.8,1.9,-4.8,-6.0,-3.6,7.4,1.9,-1.9,11.0
CN(c1cccc(NC(=O)COc2ccccc2)c1)S(C)(=O)=O,-1.2,-4.8,-0.9,-2.0,-0.1,1.5,6.0,-2.4,-2.2
O=C(O)CC(Cc1ccc(Br)cc1)C(=O)O (stereo unspecified),4.2,-5.2,-0.5,-2.2,-1.6,-4.2,3.5,5.8,-2.2
O=C(CSc1nc2c([nH]c3ccccc32)c(=O)n1-c1ccc(F)cc1)NCc1ccco1,2.7,-3.8,-2.7,0.1,-0.7,-2.2,-1.1,-1.9,5.1
CN1CCN(CC(O)COc2ccc(OCC(O)CN3CCN(C)CC3)cc2)CC1 (stereo unspecified),2.1,0.1,-2.2,0.5,-0.3,-3.1,-2.3,-0.1,8.0
COc1cc(N/N=C/c2ccccc2O)ncn1,4.2,19.1,-3.8,1.8,-1.3,-0.6,4.1,-2.3,-12.0
CCOc1cc(C2C3=C(CC(C)(C)CC3=O)OC3=C2C(=O)CC(C)(C)C3)cc([N+](=O)[O-])c1O,-1.1,-1.7,-3.1,-7.1,-2.1,-5.7,0.3,10.0,-7.3
Cc1cc(C)nc(NS(=O)(=O)c2ccc(NC(=O)c3ccccc3[N+](=O)[O-])cc2)n1,8.9,1.5,-2.8,0.8,3.5,1.5,-1.1,7.4,-4.8
CC1Cc2ccccc2N1C(=O)c1ccc(N2CCCCC2)c([N+](=O)[O-])c1 (stereo unspecified),-1.7,2.4,-1.8,3.7,2.4,0.4,4.5,-2.7,4.5
CCCN1CCN(C(=O)Nc2cccc(C(F)(F)F)c2)CC1,1.4,0.8,3.5,-1.8,-0.6,5.0,1.6,-3.8,-1.1
CC(OC(=O)CCCc1nc2ccccc2s1)C(=O)NC(N)=O (stereo unspecified),-3.4,6.7,-3.3,-1.8,-2.8,1.8,3.0,4.1,-2.9
COc1ccc(C(=O)Nc2cccc(-c3ccc4nncn4n3)c2)cc1,0.7,3.4,2.9,3.0,0.9,2.2,0.1,2.9,-1.4
O=C(c1ccc[nH]1)N1O[C@@H]2C=C[C@H]1C2,4.6,x,-2.7,x,x,x,5.4,3.0,x
Cc1ccc(-c2nnn(CC(=O)N(c3cccc(F)c3)C(C(=O)NC3CCCC3)c3ccncc3)n2)o1 (stereo unspecified),4.1,10.8,4.1,-6.8,-1.0,-9.5,-5.9,1.4,-0.6
CNc1nc(-c2ccc3c(c2)CCN3S(=O)(=O)c2ccccc2)c(C)s1,1.9,-1.0,1.2,-9.6,-0.6,1.8,0.2,0.2,-0.6
CC(NC(=O)c1cn(C)c2ccc(S(=O)(=O)N3CCCC3)cc2c1=O)c1ccc2c(c1)OCCO2 (stereo unspecified),0.8,2.3,-0.3,3.3,0.7,2.4,2.5,3.6,5.3
Cc1oc(C(C)(C)C)cc1C(=O)Nc1cccc(/C=C/C(=O)O)c1,6.3,-7.8,-2.1,15.9,3.7,-2.8,4.6,-4.0,6.5
CCOC(=O)N1CCC(=NNc2ccc(S(=O)(=O)N3CCOCC3)cc2[N+](=O)[O-])CC1,-0.1,-0.3,2.2,13.5,5.0,5.7,-2.0,5.7,7.1
O=C(Nc1nnc(COc2ccccc2)s1)C1CCN(S(=O)(=O)c2ccc(Cl)cc2)CC1,-1.2,-1.6,-2.4,1.2,0.2,2.9,-0.3,0.3,3.1
O=[N+]([O-])c1c(NCCCO)cc(Sc2nc3ccccc3s2)c2nonc12,6.0,30.9,-6.0,5.6,3.1,0.0,10.4,1.4,17.1
Cc1cccnc1NC(=S)NC(=O)/C=C/c1ccco1,0.7,7.9,-3.2,-2.5,-0.5,3.0,5.7,4.9,-1.1
O=C(NCCCc1nc2ccccc2[nH]1)c1ccc(F)cc1,-2.6,-7.0,-1.2,-2.0,0.4,-3.7,-6.4,4.3,2.6
S=c1[nH]cc(-c2ccc(Cl)cc2)n1-c1ccccc1,2.6,7.8,1.1,5.6,3.6,11.2,2.5,23.8,17.2
CC(C)(C)c1ccc(OC2=CS(=O)(=O)c3ccccc32)cc1,7.6,0.5,1.9,3.8,1.7,-1.7,5.6,3.3,-1.6
O=C(OCn1ncc(Br)c(Br)c1=O)c1ccccc1Cl,-4.9,37.1*,34.3*,-5.6,-4.2,-4.7,6.1,-2.0,16.0
